Source: PubChem BioAssay
POLI inh: inhibitors of human DNA polymerase iota; Q9UNA4; Pol iota fluorescent replication assay, 10 min; Potency, µM (doses to about 115 µM), for inactives: top-dose activity, negative = inhibition, most hits filed as inhibitors; actives 1% (n = 390,000); AID 588590; also: potency is read from the fitted curve at half-maximal effect
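Pol iota at 10 nM preincubated 15 min with compounds at room temperature; reaction started with fluorescent substrate, 50 nM final. Fluorescence read kinetically at 0 and 10 min; buffer-only wells as negative control.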
GRP78 ERSR act: induces the endoplasmic reticulum stress response in human glioma cells; U87-MG GRP78 promoter luciferase reporter, 16 h; Potency, µM, inactives show at the highest dose activation, actives largely listed as activators; actives 0.02% (n = 420,000); also: potency is read from the fitted curve at half-maximal effect; series mostly up to about 76 µM; % of control where 0% means no effect; nearly all actives have a fitted effect of over 35% in size
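Stably transfected U87-MG glioma cells carrying a GRP78-based luciferase sensor; 16 h compound incubation. Luminescence end-point read 10 min after Bright-Glo addition at room temperature.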
POLK inh: inhibitors of human DNA polymerase kappa | AID 588579 | Potency, µM (series often up to 107 µM), without a hit: at the highest dose activity, negative = inhibition, usual class: inhibitors | purified Pol kappa, fluorescent DNA synthesis assay, 10 min | Q9UBT6 | actives 0.53% (n = 400,000); also: potency is read from the fitted curve at half-maximal effect; % is scaled to controls: 0 for no effect and ±100 for the full control effect
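Inhibition of 10 nM Pol kappa is measured by a fluorescent read-out at 0 and 10 min following addition of 50 nM substrate (final), with a 15-min room-temperature compound preincubation.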
Anesthetic bind: binds horse apoferritin like a general anesthetic | AID 485281 | Potency, µM (highest dose often 77.5 µM), inactives show at the highest dose activity change, negative = displacement, usual class: inhibitors | apoferritin/1-aminoanthracene competitive binding, fluorescence | actives 0.074% (n = 350,000); also: potency is read from the fitted curve at half-maximal effect; % is scaled to controls: 0 for no effect and ±100 for the full control effect; nearly all actives have a fitted effect of over 20% in size
Target sequence (P02791 2-175 limits assumed): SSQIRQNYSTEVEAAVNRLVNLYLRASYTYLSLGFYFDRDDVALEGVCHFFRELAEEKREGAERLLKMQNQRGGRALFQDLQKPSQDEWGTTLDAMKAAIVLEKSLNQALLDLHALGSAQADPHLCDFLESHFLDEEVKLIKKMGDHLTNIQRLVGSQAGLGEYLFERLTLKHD
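Horse-spleen apoferritin (10 uM) was mixed with 50% saturated 1-aminoanthracene in PBS, exposed to compounds for 10 min at room temperature, and read for fluorescence (ex 380 nm, em 535 nm). Competitive displacement was fitted with a four-parameter Hill equation.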
LDHA block: blocks human lactate dehydrogenase A; activity change, % (values are at about 110 or 230 µM); actives 0.15% (n = 480,000); AID 1347041; purified LDHA, NADH/diaphorase-resazurin fluorescence; hits give low values; in the data active = activity change below about -30%; inconclusive = mostly about -25% to -30%;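 also: plate controls were DMSO wells for no effect and wells without enzyme for full effect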
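LDH5 2 nM; NADH 0.06 mM, pyruvate 0.2 mM; 200 mM Tris pH 7.4, EDTA, Tween-20; 5 min RT. Detection: diaphorase 0.133 mg/mL + resazurin 37 µM, fluorescence ex540/em590 at 0 and 20 min; normalized to enzyme-free and DMSO wells.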
Pol beta inh: DNA polymerase beta (human) inhibition; Pol beta primer extension/strand displacement, fluorescence kinetic; P06746; Potency, µM (series often up to 114 µM), inactives show at the highest dose activity change, negative = inhibition, actives largely listed as inhibitors; actives 1.3% (n = 340,000); also: potency is read from the fitted curve at half-maximal effect; % is scaled to controls: 0 for no effect and ±100 for the full control effect
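Enzyme-only controls used 10 nM Pol beta; buffer lacking enzyme served as negative control. Compound preincubated 15 min, then 50 nM substrate added; 0 and 10 min reads at room temperature.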
BLM helicase inh: inhibitors of human Bloom syndrome helicase BLM. P54132. recombinant BLM DNA unwinding, fluorescence dequenching. Potency, µM (top dose mostly 56.1 µM), for the others: at the highest dose activity change, negative = inhibition, actives largely listed as inhibitors. actives 0.2% (n = 350,000);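 also: potency is read from the fitted curve at half-maximal effect; plate controls were vehicle for no effect and no enzyme for full effect; nearly all actives have a fitted effect of over 35% in size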
APE1 inh: APE1 (human) endonuclease inhibition | P27695 | recombinant APE1, TAMRA/BHQ-2 abasic DNA cleavage fluorescence | Potency, µM (highest dose often 65.8 µM), for the others: at the top dose activity change, negative = inhibition, usual class: inhibitors | actives 0.35% (n = 350,000);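 also: potency is read from the fitted curve at half-maximal effect; plate controls were vehicle for no effect and reference inhibitor for full effect; nearly all actives have a fitted effect of over 55% in size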
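APE1 at 0.75 nM final was preincubated with compound 15 min at room temperature, then 50 nM double-stranded THF abasic-site substrate (5'-TAMRA/3'-BHQ-2) was added. Fluorescence (ex 525/em 598 nm) was read kinetically; third-minus-first read gave activity.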
Pol eta inh: blocks human DNA polymerase eta activity; Potency, µM (titrated, usually from 114 µM), for the others: at the top dose activity change, negative = inhibition, actives largely listed as inhibitors; actives 1.2% (n = 390,000); recombinant Pol eta, fluorescent DNA replication assay; Q9Y253; also: potency is read from the fitted curve at half-maximal effect; % is scaled to controls: 0 for no effect and ±100 for the full control effect
Target sequence (Q9Y253 whole entry, looked up): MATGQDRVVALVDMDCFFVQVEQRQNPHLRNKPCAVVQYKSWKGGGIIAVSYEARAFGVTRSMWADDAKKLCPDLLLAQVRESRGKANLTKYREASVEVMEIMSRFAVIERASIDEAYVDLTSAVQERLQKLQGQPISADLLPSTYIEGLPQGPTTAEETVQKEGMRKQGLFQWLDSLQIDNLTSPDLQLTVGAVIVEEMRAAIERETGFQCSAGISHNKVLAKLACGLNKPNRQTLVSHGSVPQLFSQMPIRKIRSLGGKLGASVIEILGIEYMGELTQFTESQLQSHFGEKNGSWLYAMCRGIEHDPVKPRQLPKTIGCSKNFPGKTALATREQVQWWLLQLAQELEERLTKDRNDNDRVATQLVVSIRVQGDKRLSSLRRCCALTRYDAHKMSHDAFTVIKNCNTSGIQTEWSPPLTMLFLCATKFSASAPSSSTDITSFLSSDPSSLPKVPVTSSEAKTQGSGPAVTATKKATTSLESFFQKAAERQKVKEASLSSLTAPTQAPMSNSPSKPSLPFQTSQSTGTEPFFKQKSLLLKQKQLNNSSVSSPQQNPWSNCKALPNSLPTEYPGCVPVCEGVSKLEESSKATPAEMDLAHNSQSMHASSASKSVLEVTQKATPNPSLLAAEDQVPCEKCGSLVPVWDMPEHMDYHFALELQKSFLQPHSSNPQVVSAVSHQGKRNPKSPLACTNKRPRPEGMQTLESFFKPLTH
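Pol eta (10 nM) was preincubated with compounds for 15 min at room temperature, after which fluorescent replication substrate (50 nM final) was added to start the reaction. Fluorescence was read kinetically at 0 and 10 min.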
* = called active by the depositor; u = inconclusive; x = not tested or not shown; & = joins results of further samples; [ ] = another dose, or the depositor's remark. Unless noted, calls follow the shape of the dose curve; as a rule, active = well fitted curve in the direction sought with a large enough effect; inconclusive = small, poorly fitted or top-dose-only effect, or another doubt; inactive = no such curve, though single readings can be large; an effect the other way counts as inactive or inconclusive.

Start of the listing, in advance:
compound | BLM helicase inh | APE1 inh | POLI inh | GRP78 ERSR act | Pol eta inh | Anesthetic bind | Pol beta inh | LDHA block | POLK inh
COc1ccc(-c2csc(NC(=O)CN3C(=O)C4CC=CCC4C3=O)n2)cc1OC (stereo not given) | x | x | -5.6% | -1.9% | -4.2% | x | x | -2.5 | -6.6%
COc1ccc(-n2c(SCC(=O)Nc3ccc(Cl)cc3)nc(O)c(Cc3ccccc3)c2=O)cc1 | -8.1% | 2.1% | -5.0% | -3.5% | -3.8% | -19.6% | 15.4% | -16.9 | -5.6%

All compounds of this part (from the top)
compound | BLM helicase inh | APE1 inh | POLI inh | GRP78 ERSR act | Pol eta inh | Anesthetic bind | Pol beta inh | LDHA block | POLK inh
COc1ccc(-c2csc(NC(=O)CN3C(=O)C4CC=CCC4C3=O)n2)cc1OC (stereo not given) | x | x | -5.6% | -1.9% | -4.2% | x | x | -2.5 | -6.6%
COc1ccc(-n2c(SCC(=O)Nc3ccc(Cl)cc3)nc(O)c(Cc3ccccc3)c2=O)cc1 | -8.1% | 2.1% | -5.0% | -3.5% | -3.8% | -19.6% | 15.4% | -16.9 | -5.6%
O=C(O)COc1ccccc1/C=N/NC(=O)CSc1nc2ccccc2c(=O)n1-c1ccccc1 | -7.2% | 3.8% | 57.0%[activator] | 0.8% | -20.1% | -7.8% | 1.6% | -7.5 | -14.7%
CCn1cc(Cl)c(C(=O)Nc2cc(C(=O)OC)cc(C(=O)OC)c2)n1 | -19.5% | -0.7% | 138.3%[activator] | -4.5% | -3.8% | -6.3% | u | -5.7 | -5.8%
COC(=O)c1cn(C)c2ccc(S(=O)(=O)N3CCCCC3)cc2c1=O | -1.4% | 18.6% | -10.6% | -3.8% | -8.1% | -0.7% | 3.5% | -3.1 | -5.1%
CCN(CC(=O)Nc1ccc2c(c1)OCCO2)C(=O)CSCC(=O)Nc1ccc(C)cc1 | x | -7.9% | 22.0% | 2.6% | -14.2% | x | x | -0.4 | -10.7%
COc1ccc(OC)c(Nc2nc3ccc(C)cc3n3cnnc23)c1 | -3.7% | -14.7% | 68.5%[activator] | 0.7% | -9.8% | 11.5% | 3.2% | 1.8 | 4.2%
COc1ccc(-n2ncc(C(=O)N3CCN(c4ccccn4)CC3)c2C2CCN(C(=O)OC(C)(C)C)CC2)cc1 | 0.9% | x | 29.6% | 2.2% | -6.2% | -8.7% | 18.4% | 0.1 | 7.7%
Cc1ccccc1Nc1nc(=O)c2cc([N+](=O)[O-])ccc2s1 | 2.8% | -3.3% | 5.3% | -2.2% | -15.9% | -4.6% | 5.2%[57.1 µM] | -5.3 | -16.6%
O=S(=O)(NCC(c1cccnc1)N1CCN(c2ccccc2F)CC1)c1cccs1 (stereo not given) | 0.5% | 10.0% | -4.4% | -0.5% | -5.9% | 9.2% | 3.1% | 0.5 | 11.1%
Cc1cccc(NC(=O)C2CCCN2C(=O)OCc2ccccc2)c1 (stereo not given) | x | 11.2% | -3.2% | -3.1% | -1.9% | x | x | -3.9 | 0.3%
COc1ccc(-c2cc(C(=O)O)nc3ccc4ccccc4c23)cc1OC | 3.3% | -2.3% | 122.9%[activator] | 3.0% | 1.3% | -8.5% | 12.2% | -6.4 | -6.9%
CC(=O)Nc1ccc(NC(=O)COC(=O)c2ccccc2C(=O)c2ccccc2)cc1 | x | 2.8% | 38.9%[activator] | -6.7% | -8.1% | x | x | 0.7 | 16.1%
CCOC(=O)Nc1cc(Br)c2c(c1)OCCO2 | -3.2% | -0.9% | 10.4% | 1.2% | -4.3% | -14.8% | 9.5% | -4.3 | -5.5%
NC(=O)C1CCN(c2ncnc3c2cnn3-c2ccccc2)CC1 | -3.2% | x | 16.5% | -1.0% | -11.1% | -2.0% | 0.2% | -3.4 | -5.1%[60.1 µM]
Cc1cnc(CNc2ccnc(-c3ccc(N(C)C)cc3)n2)cn1 | 2.1% | -2.8% | x | 3.9% | x | -10.0% | x | x | -6.7%[60.1 µM]
COc1ccc2cc(CN(CCCN3CCOCC3)Cc3nnnn3C3CCCCC3)c(=O)[nH]c2c1 | 1.4% | -4.8% | -2.3% | -3.0% | -14.2% | 1.9% | 0.7% | 9.4 | 0.4%
O=C(NC(=S)N(Cc1ccccc1)c1ccccn1)C1CC1 | -14.0% | -0.4% | u | 0.0% | -7.8% | -11.1% | 27.3% | -0.5 | -15.0%
CCCCCOc1ccc(CSc2n[nH]c(C)n2)cc1 | -6.2% | 5.2% | 23.8% | 7.4% | -8.6% | -9.9% | 4.4% | -11.1 | -23.1%
CCc1nc(SCC#N)c(C#N)cc1C | -3.3% | 5.9% | x | x | x | 1.2% | 4.1% | x | x
CCc1nnc(NC(=O)CSc2nc(-c3ccc(F)cc3)cc(-c3ccccc3)c2C#N)s1 | -6.5% | 3.6% | 24.5% | -2.9% | -16.4% | -11.0% | -1.0%[57.1 µM] | -6.6 | -16.0%
Cc1cc(C)c(CSc2ncc(-c3ccc([N+](=O)[O-])cc3)[nH]2)c(C)c1 | -9.9% | -1.0% | -13.0% | -1.0% | -17.4% | -20.3% | -11.4% | -2.4 | -14.8%
COCc1c(C(=O)OCc2c(C)noc2C)oc2ccccc12 | 0.2% | 12.5% | 98.9%[activator] | -5.3% | -12.4% | -8.1% | 6.8% | -6.6 | -25.3%
O=C(/C(=C(\[O-])c1ccccc1)[n+]1ccc2ccccc2c1)c1ccc([N+](=O)[O-])cc1 | 1.1% | 5.0% | 67.3%[activator] | -1.6% | -8.1% | 1.8% | 20.0% | -1.1 | -8.3%
COc1cccc(CNC(=O)c2ccc(-n3c(C)cc4c3CCC(C)C4)cc2)c1 (stereo not given) | -5.5% | x | u | -2.2% | 7.6% | -2.8% | -1.5% | 0.4 | -5.5%
Cc1ccc([C@@H]2CC=C(C(=O)O)[C@H](c3cccc(Cl)c3)N2S(=O)(=O)c2ccc(C)cc2)cc1 | x | 32.1% | -15.5% | 4.3% | -10.0% | x | x | -1.5 | -5.6%
CCc1ccc(-c2cc(C)no2)cc1S(=O)(=O)N1CCOc2ccccc21 | -9.2% | 11.6% | -8.9% | -5.1% | -12.3% | 14.2% | 8.7% | -2.0 | -8.9%
CCOC(=O)c1c(C)[nH]c(C2=NNC(=Nc3ccc(OCC)cc3)SC2)c1C | -17.6% | -7.4% | 15.3% | -4.7% | u | -15.1% | 10.6% | 1.5 | -8.3%
O=C(NN1C(=O)/C(=C\c2cccnc2)SC1=S)c1ccco1 | 0.3% | -3.1% | 52.6%[activator] | -3.8% | -17.2% | -6.9% | -2.0% | -5.7 | -15.8%
Cc1ccc(-c2csc(NC(=O)c3c(C)noc3C)n2)cc1 | x | -15.6% | -4.8% | 3.8% | -3.8% | x | x | -6.9 | -22.5%
COc1ccc(NC(=O)CSc2nnc(-c3cccnc3)o2)c(OC)c1 | x | 3.8% | u | -3.7% | -13.6% | x | x | -4.1 | -10.7%
COc1cc(C(=O)NC2CC(C)(C)NC(C)(C)C2)cc(OC)c1OC | -2.4% | 1.2% | 42.3%[activator] | 0.1% | -10.8% | -3.3% | -12.6% | -2.0 | -6.3%
O=C(Nc1ccc2ccccc2c1)c1ccc(Br)o1 | -4.8% | -12.1% | 5.7% | -2.8% | -23.5% | u | u | 0.5 | -6.6%
CC(C)c1ccc(C2c3c(oc4ccc(Cl)cc4c3=O)C(=O)N2CCCN2CCOCC2)cc1 (stereo not given) | -2.8% | x | 19.1% | -1.7% | -10.4% | -0.3% | 2.1% | -9.4 | -16.9%
Cc1nnc(-c2cnn(C)c2N)n1CCCN(C)C | -1.9% | -4.6% | 43.8%[activator] | -2.8% | -3.0% | 1.4% | 6.5% | -0.2 | -4.3%
Cc1nc(-c2ccc(NC(=O)Cc3ccccc3)cc2)cs1 | -1.6% | 1.6% | 148.5%[activator] | 0.3% | -18.2% | -2.1% | 85.0% | -5.1 | 0.2%
CCc1ccc(NC(=O)CCc2c(C)nn(-c3ccc(N4CCCC4)nn3)c2C)cc1 | -3.0% | x | 6.0% | 3.4% | -12.3% | -15.2% | -0.1% | 3.8&-2.1 | 3.2%
COc1cc(C)c(Cl)cc1S(=O)(=O)n1ccnc1C | 1.9% | u | 13.0% | -4.4% | -12.3% | 2.0% | 10.3% | -14.1 | -7.9%[60.1 µM]
Cc1ccc(OCCCOc2cccc3cccnc23)cc1C | -10.9% | 1.2% | -11.4% | -0.3% | -19.2% | u | 13.8% | 4.0 | -11.1%
CCC(=O)Nc1cccc(C2=NOC3(C2)C[C@H](C(N)=O)N(C(=O)Cc2ccc([N+](=O)[O-])cc2)C3)c1 (stereo not given in full) | -2.1% | 1.6% | 12.4% | -1.1% | -8.9% | 4.1% | -1.6% | -3.9 | 1.9%
S=C1NCCOCCOCCOCCOCCN1 | 1.6% | -0.6% | 10.0% | -3.6% | -11.4% | -3.7% | 0.4% | -5.1 | -1.2%
CCOc1ccc(NC(=O)c2c(Nc3ccccc3C)sc(C(=O)c3ccc(Cl)cc3)c2N)cc1 | -2.9% | x | 2.4% | -0.5% | -16.7% | u | 2.8% | 4.9 | -3.2%[60.1 µM]
CCOC(=O)c1c(NC(=S)Nc2ccc(OC)cc2)sc2c1CCCCC2 | 1.7% | 14.7% | -2.6% | -0.4% | -24.0% | 0.7% | 41.3% | -2.5 | -9.9%
CCOCCc1nn2c(=O)cc(COC(=O)c3ccccc3NC(=O)c3cccs3)nc2s1 | -3.5% | x | -0.4% | -4.0% | -1.1% | 6.8% | -0.2% | -5.0 | -3.0%[60.1 µM]
CCC(C)NC(=O)CSc1nc2cc3c(cc2c(=O)n1Cc1ccco1)OCO3 (stereo not given) | -13.5% | 2.7% | 32.4%[activator] | -7.2% | -18.9% | -1.6% | 1.4% | -3.8 | 8.1%

The list is partial; count on the stated rates, not on these rows.
